High-throughput results (PubChem)
EWS-Fli inh: inhibitors of EWS/Fli oncoprotein transcriptional activity; A673 NR0B1-luciferase reporter, viability-normalised; inhibition, % at 12.6 µM; 0.67% of 350,000 active;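 active means mean inhibition of at least 50% after viability correction, with every replicate also passing that limit; inconclusive means mean reaches 50% but only one of two replicates passes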;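 further: firefly luciferase signal divided by Alamar Blue viability fluorescence both relative to DMSO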
LGR2 inh: Drosophila LGR2 receptor signaling inhibition. HEK293 LGR2, CRE-luciferase, bursicon-stimulated, 4 h. inhibition, % at 9.99 µM. 0.35% of 380,000 active;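 active means drop in luminescence signal, shown as inhibition above about 50% in the replicate tests, limit read from the data, passing the limit was not always enough; inconclusive means probably only some replicates passing the limit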;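 further: agonist challenge used bursicon conditioned medium at about half maximal strength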
PAX8 reporter: inhibitors of PAX8 transcriptional activity in RMG-I cells | 1.2% of 360,000 active | RMG-I TPO-luciferase reporter, SteadyGlo, 24 h | inhibition, % at 12.6 µM;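 active means mean replicate inhibition at least 60% with every replicate also reaching 60%; inconclusive means only one of the two criteria is met; inactive means mean below 60% and not all replicates reaching 60%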;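 further: luciferase light reporting Pax8 driven TPO promoter activity; plate controls were median of neutral control wells for no effect and mitoxantrone controls for full effect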
DENV2 CPE: inhibitors of DENV2 cytopathic effect; DENV2-infected cells, cytopathic effect rescue, plate reader; CPE inhibition, % at 9.99 µM; 1.7% of 350,000 active; AID 651640; in the data active means CPE inhibition above about 20%, passing the limit was not always enough; inconclusive means no clear call, values can overlap the other calls; tested in BHK-21 cells;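 further: 0% = median of neutral control wells and 100% = median of positive control wells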
ARNT-TACC3 inh: ARNT/TACC3 interaction disruption | AlphaScreen His-ARNT PAS-B/GST-TACC3 binding, luminescence; TACC3 fragment carries E629A point mutation | 0.66% of 390,000 active | Q9Y6A5 | inhibition, % at 9.99 µM;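 active means mean inhibition of replicates at least 50% and at least half of replicates each reaching 50%; inconclusive means half or more replicates reach 50% but mean below 50%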;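 further: 0% = complete ARNT plus TACC3 wells and 100% = ARNT alone without TACC3; many hits fall short of the cut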
Casp6 inh: inhibitors of human caspase-6. P55212. purified caspase-6, Z-VEID-R110 cleavage fluorescence. inhibition, % at 12.5 µM. 0.53% of 350,000 active. AID 686996;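 active means mean inhibition across replicates at least about 35%, with every replicate also reaching that limit, limit read from the data; inconclusive means only one of the two criteria met; inactive means neither criterion met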;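 further: 0% = median of neutral control wells and 100% = no fluorescence left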
Target sequence (P55212 24-179 limits assumed): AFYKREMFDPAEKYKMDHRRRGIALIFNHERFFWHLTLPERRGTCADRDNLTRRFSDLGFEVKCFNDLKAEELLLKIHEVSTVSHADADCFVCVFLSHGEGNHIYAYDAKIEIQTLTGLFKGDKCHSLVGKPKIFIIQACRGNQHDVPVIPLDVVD
Target sequence (P55212 194-293 limits assumed): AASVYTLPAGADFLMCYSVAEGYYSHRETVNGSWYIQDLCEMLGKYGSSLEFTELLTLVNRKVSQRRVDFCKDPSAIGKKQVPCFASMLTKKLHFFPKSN
SIRT5 block: inhibitors of human sirtuin-5 desuccinylase | inhibition, % at 15 µM | 1.1% of 330,000 active | Purified SirT5, succinyl-peptide AMC, trypsin-coupled fluorescence; in the data active means inhibition above about 15%; inconclusive means no clear call, values can overlap the other calls
Target sequence (Q9NXA8 whole entry, looked up): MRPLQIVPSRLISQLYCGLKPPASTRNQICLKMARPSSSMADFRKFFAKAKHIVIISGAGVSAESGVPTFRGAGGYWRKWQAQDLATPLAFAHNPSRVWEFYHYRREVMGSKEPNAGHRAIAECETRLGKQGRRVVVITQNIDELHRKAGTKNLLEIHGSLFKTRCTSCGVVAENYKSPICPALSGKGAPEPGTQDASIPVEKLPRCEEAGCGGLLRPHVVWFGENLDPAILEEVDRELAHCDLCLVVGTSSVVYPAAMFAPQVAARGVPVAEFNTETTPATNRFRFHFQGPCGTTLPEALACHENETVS
An asterisk follows results filed as active; u = inconclusive; x = no result given; & = joins results of further samples.

smiles,LGR2 inh,EWS-Fli inh,SIRT5 block,PAX8 reporter,Casp6 inh,ARNT-TACC3 inh,DENV2 CPE
CC(C)CC#Cc1cnc2c(c1)C(=O)N([C@@H](C)CO)C[C@@H](C)[C@@H](CN(C)C(=O)Nc1cc(F)ccc1F)O2,-10,-7,3,25,1,-1,-4
CC(=O)N(C)C[C@H]1Oc2cc(Br)ccc2S(=O)(=O)N([C@@H](C)CO)C[C@@H]1C,2,-4,-1,x,-4,38,13
CSc1ncnc2c1ncn2CCCNCCCc1ccccc1,-4,-2,-3,-10,0,x,-14
COc1ccc(NC(=O)CCS(=O)(=O)c2ccc3c(c2)oc(=O)n3C)cc1OC,7,x,-2,-4,2,2,1
Cc1ccccc1N1C(=O)C(Cc2ccc(F)cc2)S/C1=C(\C#N)C(N)=O (configuration not stated),3,-4,2,36,-3,x,-6
O=C(C[C@H]1CC[C@@H](NC(=O)c2ccncc2)[C@H](CO)O1)Nc1ccc(-c2ccccc2)cc1,0,-4,-2,x,1,x,-4
O=C(CSc1ccc(-c2cccnc2)nn1)Nc1ccccc1C(F)(F)F,8,x,-3,-6,3,-8,-2
Cc1ccc(C(C)C)c(OCCOCCN2CCNCC2)c1,17,-4,1,-21,-47,x,-6
COc1cccc(Oc2nc(-c3ccccc3O)nc3ccccc23)c1,-9,-3,-1,-15,3,-5,u
Cc1ccc(C(=O)C(C)OC(=O)CN2C(=O)NC3(CCCC3)C2=O)cc1 (configuration not stated),11,2,-1,-4,4,-6,8
O=C(CSc1nnc(SCc2cccc3ccccc23)s1)Nc1ccc(C(=O)O)cc1,-61,6,8,-14,22,-6,2
CCOC(=O)C1=C(C)N(CCCC(=O)O)C(=O)NC1c1ccc(Br)cc1 (configuration not stated),-14,-10,x,-18,3,x,-1
COC(=O)/C(C#N)=C/c1c(N2CCN(c3ccc(OC)cc3)CC2)nc2c(C)cccn2c1=O,7,-2,3,19,-2,8,3
CC(=O)c1ccc2c(c1)Cc1cc(C(C)=O)ccc1-2,-78,x,x,-196,x,-28,x
C/C=C/c1ccc(OCC(=O)Nc2ccc(OC)c(OC)c2)c(OC)c1,0,-2,x,-3,-3,3,-2
O=C(Nc1cccnc1)c1ccc([N+](=O)[O-])s1,0,35,1,67*,3,x,-7
COC(CNC(=O)c1ccc2c(c1)ncn2-c1ccc(F)cc1F)OC,4,-21,0,-11,-1,x,3
CCSc1nnc(NC(=O)C2CCN(C(=O)c3ccc(F)cc3)CC2)s1,2,4,0,-14,-2,-13,1
COc1ccccc1NC(=O)C(C)NC(c1ccccc1)c1ccccc1 (configuration not stated),-2,x,1,-45,-3,6,14
COc1ccc(S(=O)(=O)Nc2ccc3c(c2)C(=O)N([C@H](C)CO)C[C@H](C)[C@@H](CN(C)S(=O)(=O)c2ccc(OC)cc2)O3)cc1,9&9,0&4,6,-3&-2,1,-1,2
CSc1ccc(/C=C/C(=O)OCC(=O)NCC2CCCO2)cc1 (configuration not stated),-3,-5,-5,-6,2,0,5
CO[C@@H]1CN(C)C(=O)c2ccc(NC(=O)C3CC3)cc2OC[C@@H](C)N(C(=O)CN(C)C)C[C@@H]1C,2,-1,0,-8,-4,-3,-2
COc1ccc(NC(=O)N(C)C[C@H]2Oc3ccc(NS(=O)(=O)c4ccc(F)cc4)cc3CC(=O)N([C@H](C)CO)C[C@H]2C)cc1,19,-1,-2,x,2,x,-6
Cc1ccccc1NC(=O)CCc1nnc2ccc(N3CCC4(CC3)OCCO4)nn12,2,x,-16,11,3,-6,6
CCOc1ccccc1CNC(=O)Cn1ccc2cc(S(=O)(=O)N3CCCCCC3)ccc21,21,x,0,32,-3,2,-4
O=C(NC1CCCCC1)c1ccc2[nH]c(=O)c(=O)[nH]c2c1,5,x,-7,8,4,15,1
C[C@H]1CCCCO[C@H](CN(C)C(=O)Nc2ccc(F)cc2)[C@@H](C)CN([C@@H](C)CO)C(=O)c2cc(NS(C)(=O)=O)ccc2O1,2,1,-4,12,3,-8,-4
S=C(Nc1ccccc1)N1CCC(Cc2ccccc2)CC1,-8,4,-2,17,3,5,3
C[C@@H]1CN([C@H](C)CO)C(=O)Cc2cc(NC(=O)Cc3ccccc3)ccc2O[C@H]1CN(C)S(C)(=O)=O,-8,2,-1,-10,-2,-9,-8
Cc1ccc(C)c(NC(=O)C2CCCN2/C=C/C(=O)C(F)(F)F)c1 (configuration not stated),17,x,x,-16,x,-20,x
Cc1ccc(/C=N/NC(=O)c2ccc(-n3cccc3)cc2)o1,-29,-15,3,28,6,-14,-8
COc1ccc(-n2nc(C(=O)NCC(=O)Nc3cc(OC)c(OC)c(OC)c3)c3ccccc3c2=O)cc1,10,2,-3,43,0,19,-2
CCOC(=O)c1sc(=S)n(-c2ccccc2)c1N(C(C)=O)C(C)=O,7,-10,-4,0,5,6,x
COc1ccc(/C=N/NC(=O)CCc2n[nH]c(=O)[nH]c2=O)cc1OC,30,x,x,14,x,-4,x
NCCCC[C@H]1CN=C(N)N1CCCCC1CCCCC1,9,2,x,-3,x,20,x
CCCC#Cc1ccc([C@H]2[C@@H](CO)N3CCCCN(Cc4ccncc4)C[C@@H]23)cc1,-2,-4,2,7,1,5,13
Nc1ccc(-c2c3ccccc3nc3ccccc23)cc1,-7,4,-5,-18,0,-5,-7
C[C@@H]1CN([C@@H](C)CO)C(=O)c2cc(NC(=O)Nc3ccc(F)cc3)ccc2O[C@@H]1CN(C)Cc1ccc(C(=O)O)cc1,-2,1,-2,0,-3,-12,u
C[C@@H]1CN([C@H](C)CO)S(=O)(=O)c2ccc(-c3ccc(C(=O)N(C)C)cc3)cc2O[C@H]1CN(C)Cc1ccccc1C(=O)O,-8,0,4,x,1,1,-3
COc1ccc(Br)c(C(=O)OCC(=O)NC(=O)NC2CCCC2)c1,21,9,-1,-5,3,6,-6
c1ccc(CN2CCN(CCOCCOc3ccc4c(c3)CCC4)CC2)cc1,-8,7,-4,-4,0,-3,-11
CN(C)/C=C/C(=C\C(=O)C(F)(F)F)Nc1ccc(C(F)(F)F)cc1,10,-3,0,22,-1,-1,2
CCCNC(=O)N1[C@H](CO)[C@H](c2ccccc2)C12CN(C(=O)C1CCCCC1)C2,-61,4,x,-4,x,x,14
O=C(C[C@H]1CC[C@H](NC(=O)C2CCOCC2)[C@@H](CO)O1)Nc1ccc(-c2ccccc2)cc1,8,-8,3,8,1,0,17
C[C@@H]1CN(C(=O)OC(C)(C)C)CCN1c1ccc(N2CC[C@@H](O)C2)c(C#N)c1,8,4,0,22,6,x,-6
COC(=O)C[C@H]1CC[C@@H]2[C@H](COC[C@H](O)CN2C(=O)Nc2ccccc2OC)O1,-2,2,0,10,-8,7,0
CN(C)Cc1csc(NC(=O)Nc2cccc(Cl)c2)n1,3,-24,x,-36,0,x,-1
Cc1cnc(C(=O)OCC(=O)Nc2cccc3ccccc23)cn1,-8,-5,0,2,0,0,-4
COc1cc(NC(=O)[C@H]2O[C@@H](n3cnc4c(N)ncnc43)[C@H](O)[C@@H]2O)cc(OC)c1OC,18,4,-6,13,1,x,0
COC(=O)[C@]12CCCCC=C1N(Cc1ccc3c(c1)OCO3)C(=O)[C@H](CC(=O)NCc1cccs1)C2,-8,3,x,-4,0,x,-4

(continued)
smiles,LGR2 inh,EWS-Fli inh,SIRT5 block,PAX8 reporter,Casp6 inh,ARNT-TACC3 inh,DENV2 CPE
CCC1CCCCN1CC(O)COCc1cccc(OC)c1 (configuration not stated),-2,-3,-7,-1,1,-10,5
Cc1cccc(C(=O)NC(=S)NNC(=O)COc2c(C)cccc2C)c1,27,x,x,-4,x,23,x
COc1ccc(-c2cc(=O)n(-c3ccc([N+](=O)[O-])cc3)[nH]2)cc1,-35,x,x,-3,x,7,x
C[C@H]1CN([C@@H](C)CO)C(=O)Cc2cc(NC(=O)Nc3ccc(F)cc3)ccc2O[C@H]1CN(C)Cc1ccc(-c2ccccc2)cc1,23,7,-3,x,4,-16,50*
C[C@@H]1CCCCO[C@H](CN(C)Cc2ccncc2)[C@@H](C)CN([C@@H](C)CO)C(=O)c2cc(NC(=O)Nc3cccc4ccccc34)ccc2O1,-13,12,2,x,2,12,4
Cn1cnc(S(=O)(=O)N[C@H]2C=C[C@@H](CC(=O)Nc3ccc(-c4ccccc4)cc3)O[C@H]2CO)c1,2,-10,3,-1,1,8,4
COCC(=O)N1[C@H](C#N)[C@@H](c2ccc(-c3cccnc3)cc2)[C@@H]1CO,-4,-3,3,-8,-3,-5,6
COc1cc(NC(=O)COC(=O)c2cnc(C)cn2)c(C)cc1[N+](=O)[O-],12,13,2,11,-3,-16,-6
COc1ccc(C(=O)N2CCN(c3ccc(C)cc3C)CC2)cc1OC,-9,3,x,11,-2,-3,3
C[C@H]1CN([C@@H](C)CO)S(=O)(=O)c2ccc(-c3cncnc3)cc2O[C@H]1CN(C)Cc1ccc(Oc2ccccc2)cc1,4,16,27*,40,-3,1,7
COc1cccc(C#Cc2cnc3c(c2)C(=O)N([C@@H](C)CO)C[C@@H](C)[C@@H](CN(C)C(=O)C2CC2)O3)c1,-1,4,-4,x,0,-5,3
Cc1c(NC(=O)c2cc3c(s2)-c2ccccc2OC3)cccc1[N+](=O)[O-],0,x,x,3,x,-5,x
CC(=O)N1CCN(S(=O)(=O)c2cccc(C(=O)OCC(=O)N(CCC#N)c3ccc(F)cc3)c2)CC1,x,-2,-2,8,0,-9,-7
Cc1ccc([C@@H]2C[C@H]3[C@@H](CN2S(=O)(=O)c2ccc(Cl)cc2)C(=O)C[C@@H](c2ccccc2F)N3S(=O)(=O)c2ccc(C)cc2)cc1,5,8,-3,31,-2,x,2
O=C(C[C@H]1C[C@@H]2c3cc(NC(=O)C4CCOCC4)ccc3O[C@@H]2[C@H](CO)O1)NCC1CC1,7,2,-3,-14,-1,-8,11
CNC(=O)C[C@@H]1CC[C@H]2[C@H](COc3ccc(NC(=O)Nc4cccc(C)c4)cc3C(=O)N2C)O1,19,-10,4,7,0,5,-15
COC(=O)c1sc(NC(=S)NC(=O)c2ccc(F)cc2)nc1C,-55,-17,8,-10,-5,x,-2
CCN(CC)S(=O)(=O)c1ccc(Cl)c(NC(=O)c2cc(Cl)ccc2Cl)c1,5,8,0,-17,-5,3,-4
COc1ccc2[nH]c(C(=O)N(Cc3ccccn3)Cc3ccccn3)cc2c1,0,-3,-9,-7,-2,1,-3
Cc1noc(C)c1NC(=O)N(C)C[C@H]1Oc2ccc(NC(=O)CCCCCC(=O)Nc3ccccc3N)cc2C(=O)N([C@@H](C)CO)C[C@H]1C,-8,42,x,-34,-2,x,18
O=C(C[C@@H]1CC[C@@H](NS(=O)(=O)c2ccc(F)cc2)[C@H](CO)O1)NCc1ccccc1F,2,-5,0,x,1,x,5
COc1cccc(/C=C/C(=O)Nc2ccccc2N2CCOCC2)c1,-34,-37,1,-15,-1,4,1
C[C@@H]1CCCCO[C@H](CN(C)C(=O)Nc2ccc(F)cc2)[C@H](C)CN([C@H](C)CO)C(=O)c2cc(NS(C)(=O)=O)ccc2O1,-9,3,0,2,4,-7,1
C=C(C)[C@@H]1CC=C(CO)CC1,10,0,2,6,x,-5,-7
C[C@@H]1CN([C@@H](C)CO)C(=O)c2cccc(NC(=O)c3cnccn3)c2O[C@H]1CN(C)S(C)(=O)=O,-8,-5,1,x,2,-6,9
CCNC(=S)NCC,0,-5,2,0,1,19,-2
COc1cccc(-c2ccc([C@H]3[C@H](CO)N(C(C)=O)C34CN(C(C)=O)C4)cc2)c1,11,1,0,x,-1,x,-4
Cc1ccc(S(=O)(=O)N[C@@H]2CC[C@H](CCNC(=O)C3CCCC3)O[C@@H]2CO)cc1,-7,5,2,8,-3,9,2
